# Nrf2 activator: qHTS of Nrf2 Activators | AREc32 ARE-luciferase reporter (MCF7-derived line), luminescence, 24 h | Potency, µM (series often up to 46.1 µM), inactives show top-dose activation, most hits filed as activators | AID 624171, 2012 | hit rate 0.31% among 410,000; further: % of control where 0% means no effect; nearly all actives have a fitted effect of over 65% in size
#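 AREc32 cells carrying an ARE-driven firefly luciferase reporter were seeded at 1000 cells/well in OPTI-MEM with 5% FBS, then exposed to compound for 24 hr at 37 deg C. Luminescence was read with Steady-Glo after 30 min at RT.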
# Nrf2 inh: Nrf2 qHTS screen for inhibitors | Potency, µM (top dose mostly 46 µM), inactives show top-dose activity change, negative = inhibition, most hits filed as inhibitors | hit rate 2.1% among 360,000 | AID 504444, 2011 | A549 ARE-Fluc reporter, luciferase luminescence, 18-24 h; further: on the % scale 0 is the no-effect control and ±100 the full control effect; nearly all actives have a fitted effect of over 60% in size
#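 Reporter: ARE-Fluc in A549. Exposure: 18-24 h, 37 °C, 5% CO2, 5% FBS OPTI-MEM. Readouts: fluorescent cytotoxicity (CellTiter-Fluor), then luminescent Nrf2 signal after BugLite.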
# MCF10A rerep: A quantitative high throughput screen for small molecules that induce DNA re-replication in MCF 10a normal breast cells; Potency, µM (series often up to 46.1 µM), inactives show at the top dose activity, positive = re-replication, actives largely listed as activators; MCF 10A DNA re-replication, Hoechst nuclear intensity, 48 h; hit rate 2.9% among 350,000; further: % of control where 0% means no effect; nearly all actives have a fitted effect of over 50% in size
# EPAC2 antagonist: qHTS for Antagonist of cAMP-regulated guanine nucleotide exchange factor 2 (EPAC2): primary screen. Rap guanine nucleotide exchange factor 4 (Homo sapiens), Q8WZA2. EPAC2 GEF exchange of Rap1B-BODIPY-GDP, fluorescence. Potency, µM (doses to about 114 µM), without a hit: top-dose activity, negative = inhibition, hits mostly inhibitors. hit rate 0.18% among 360,000. AID 720708, 2013; further: on the % scale 0 is the no-effect control and ±100 the full control effect; nearly all actives have a fitted effect of over 45% in size; many of its hits are not listed in these tables
# Target sequence (Q8WZA2 whole entry, looked up): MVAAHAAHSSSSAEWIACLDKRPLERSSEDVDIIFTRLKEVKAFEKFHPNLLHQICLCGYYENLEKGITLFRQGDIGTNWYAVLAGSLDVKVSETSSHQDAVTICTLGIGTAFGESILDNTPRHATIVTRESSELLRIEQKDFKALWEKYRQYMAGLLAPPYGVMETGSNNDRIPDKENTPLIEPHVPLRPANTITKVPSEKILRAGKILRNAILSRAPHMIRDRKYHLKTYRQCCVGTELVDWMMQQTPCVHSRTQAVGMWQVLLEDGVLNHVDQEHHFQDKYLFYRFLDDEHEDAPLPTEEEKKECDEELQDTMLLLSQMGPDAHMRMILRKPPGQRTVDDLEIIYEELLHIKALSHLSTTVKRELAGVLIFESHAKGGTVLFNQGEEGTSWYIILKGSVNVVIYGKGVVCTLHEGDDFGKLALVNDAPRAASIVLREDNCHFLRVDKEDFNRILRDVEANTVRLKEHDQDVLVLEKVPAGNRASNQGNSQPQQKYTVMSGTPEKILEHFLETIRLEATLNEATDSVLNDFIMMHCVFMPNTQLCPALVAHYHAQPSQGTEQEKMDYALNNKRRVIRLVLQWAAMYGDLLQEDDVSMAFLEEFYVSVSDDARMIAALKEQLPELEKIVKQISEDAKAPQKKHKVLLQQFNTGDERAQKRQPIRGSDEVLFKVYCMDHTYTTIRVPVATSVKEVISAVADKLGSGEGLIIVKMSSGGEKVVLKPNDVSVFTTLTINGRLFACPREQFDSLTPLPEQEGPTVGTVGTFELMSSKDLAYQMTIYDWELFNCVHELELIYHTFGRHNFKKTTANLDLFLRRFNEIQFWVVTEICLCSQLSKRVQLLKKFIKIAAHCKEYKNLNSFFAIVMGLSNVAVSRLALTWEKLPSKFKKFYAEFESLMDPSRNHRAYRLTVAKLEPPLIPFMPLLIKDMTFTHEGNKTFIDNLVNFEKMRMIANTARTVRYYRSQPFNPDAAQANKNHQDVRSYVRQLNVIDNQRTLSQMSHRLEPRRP
# A549 tox: Nrf2 qHTS screen for inhibitors: counterscreen for cytotoxicity; AID 504648, 2011; Potency, µM (titrated, usually from 46 µM), inactives show at the top dose activity change, negative = cytotoxicity, most hits filed as inhibitors; A549 ARE-Fluc cells, CellTiter-Fluor viability, 18-24 h; hit rate 0.16% among 390,000; further: on the % scale 0 is the no-effect control and ±100 the full control effect
#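 A549 ARE_Fluc cells in 5% FBS OPTI-MEM were exposed to compounds in concentration-response for 18-24 h at 37 deg C. Viability was read by CellTiter-Fluor fluorescence (Ex 405/Em 525) after 30 min, before the luciferase read.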
# TGFb inhibitor: qHTS for Inhibitors of TGF-b; HepG2 CAGA-GFP TGF-b/SMAD3 reporter, GFP fluorescence, 18 h; TGF-beta stimulated, 500 pg/mL final; hit rate 1.2% among 410,000; Potency, µM (top dose mostly 46.1 µM), for the others: at the highest dose activity, negative = inhibition, hits mostly inhibitors; AID 588855, 2011; further: on the % scale 0 is the no-effect control and ±100 the full control effect; nearly all actives have a fitted effect of over 65% in size
#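 HEPG2 CAGA-GFP cells (1000/well, DMEM with 1% FBS) were pre-incubated 2 h at 37 degrees C, given compound by pin tool, then stimulated with TGF-beta at 500 pg/mL final for 18 h before per-cell GFP fluorescence imaging.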
# ATXN2 expr inh: Primary qHTS for Inhibitors of ATXN expression | HEK-293 ATXN2-luciferase reporter, luminescence, 24 h | Potency, µM (doses to about 57 µM), for inactives: top-dose activity change, negative = inhibition, hits mostly inhibitors | hit rate 0.72% among 360,000 | AID 1745845, 2022; further: on the % scale 0 is the no-effect control and ±100 the full control effect; nearly all actives have a fitted effect of over 55% in size
#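 qHTS (up to 57 uM final) was run with 24 h compound exposure of reporter cells at 37 °C. Each well was multiplexed: SteadyGlo luminescence measured ATXN2-luciferase expression after a fluorogenic Gly-Phe-AFC viability readout (25 uM final).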
# HepG2 viability: qHTS for Inhibitors of TGF-b: Cytotox Counterscreen | Potency, µM (series often up to 46.1 µM), for the others: at the highest dose activity change, negative = cytotoxicity, actives largely listed as cytotoxic | hit rate 0.76% among 410,000 | HepG2 CAGA-GFP viability, ATP luminescence, 18 h; further: some results filed as inactive show a strong effect at the top dose
#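 CellTiter-Glo luminescence gave cytotoxicity after 18 hours at 37 degrees C. The cells were HepG2 CAGA-GFP in 1% FBS DMEM, stimulated with 500 pg/mL TGF-beta after compound addition. %Activity was normalised to no-cell wells (complete cell-killing) and DMSO (no toxicity), and curves were fitted and classified.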
# S2 tox: Viability Counterscreen for Primary qHTS for Inhibitors of ATXN expression; S2 cells (HEK-293 line with an ATXN2-luciferase reporter) viability, CellTiter-Fluor protease fluorescence, 24 h; Potency, µM (titrated, usually from 56.7 µM), actives largely listed as cytotoxic; hit rate 0.49% among 400,000; AID 651635, 2014; further: nearly all actives have a fitted effect of over 40% in size
# * marks the source's active call; other numbers are inactive results; i = inactive; ? = inconclusive; . = not tested or not shown; & = joins results of further samples; [ ] = remark or other dose. The call rests on the fitted dose curve; in most records, active means well fitted curve in the direction sought with a large enough effect; inconclusive means small, poorly fitted or top-dose-only effect, or another doubt; inactive means no such curve, though single readings can be large; an effect the other way counts as inactive or inconclusive. Potency means the concentration at half of the fitted maximal effect. The list is partial, so the mix of outcomes need not match the whole.
compound,Nrf2 activator,Nrf2 inh,MCF10A rerep,EPAC2 antagonist,A549 tox,TGFb inhibitor,ATXN2 expr inh,HepG2 viability,S2 tox
CSc1cccc(Nc2cc(C(=O)NCCCN(Cc3ccccc3)C(C)C)c3ccccc3n2)c1,-3.4%,.,.,.,?,?,25µM*,10µM*,?
O=C(/C=C/[C@H]1O[C@@H](n2ccc(=O)[nH]c2=O)[C@H](O)[C@@H]1O)NCc1ccccn1,0.1%,.,.,-8%,.,0%,10%,5%,i
Cc1cc2[nH]c(=O)c(=O)[nH]c2cc1S(=O)(=O)N1CCN(c2cccc(C)c2C)CC1,0.4%&-0.5%,?,?,-11%,0%&7%,5%&28%,-11%&9%,5%&13%,i
COc1cc(/C=N/NC(=O)CNC(=O)c2cccs2)ccc1O,?,6%,-3%,14%,-2%,4%,10%,19%,i
O=C1CC2(CCN(C(=O)c3ccc(F)cc3)CC2)Oc2ccccc21,0.4%,3%,-3%,-1%,-7%,-2%,-5%,6%,i
O=C1CC(C(=O)N2CCC(N3CCC(C(=O)NC4CC4)CC3)CC2)c2ccccc21 (stereo not drawn),0.2%,13%,0%,1%,1%,1%,.,15%,i
CCC1(c2ccccc2)NC(=O)N(C)C1=O (stereo not drawn),-1.3%,2%,-4%,-11%,-4%,-5%,-1%,-26%,i
CCCCNC(=O)c1ccccc1NC(=O)CN(c1ccccc1)S(=O)(=O)N(C)C,0.2%&-0.5%,-5%&-11%,18%,-2%,1%&0%,30%&-6%,-5%&0%,-4%&2%,i
OC(CNc1nc(-c2cccnc2)nc2ccccc12)c1ccccc1 (stereo not drawn),7.3%,?,21%,2%,-1%,-27%,?,-34%,i
CCc1nn(C(C)C(=O)N2CC(C)CC(C)C2)c(=O)c2cc3occc3n12 (stereo not drawn),-1.6%,-8%,-12%,2%,-12%,-1%,-13%,-1%,i
O=c1[nH][nH]c2c1[C@H](CCc1cccc(Cl)c1)O[C@H](C1CCCC1)C2,0.5%,.,.,-15%,.,.,-14%,.,?
COc1cccc(OC)c1-c1nnc(-c2cn(C)c3ccccc23)o1,2.4%,6%,9%,10%,2%,-7%,-4%,-23%,i
CN(CC(=O)Nc1cccc(Cl)c1)C1=NS(=O)(=O)c2ccccc21,0.3%,1%,1%,-6%,1%,?,-1%,-4%,i
CC(NC(=O)CNC(=O)C1CCCCC1)c1ccc(S(N)(=O)=O)cc1 (stereo not drawn),0.7%,-2%,-24%,12%,3%,-3%,-13%,3%,i
CCN(CC)S(=O)(=O)c1cccc(C(=O)NC2CCCCC2)c1,1.7%,?,-3%,-2%,-2%,?,3%,-3%,i
COc1ccc(OC)c2[nH]c(=O)c(CCNC(=O)c3ccc(S(=O)(=O)N4CCCCC4)cc3)cc12,0.3%,0%,4%,-1%,-3%,?,-7%,-10%,i
O=C(NCc1cccs1)c1ccc2c(c1)ncn2C1CCCC1,-0.6%,22%,0%,-1%,18%,16%,30%[activator],3%,i
COc1ccc2[nH]c(C(=O)N3CCN(c4ccccc4F)CC3)c(C)c2c1,0.1%,4%,5%,-11%,2%,-18%,.,-17%,i
C=CCn1c(SCC(=O)Nc2cccnc2Cl)nnc1-c1ccc(Cl)cc1,-0.7%,?,1%,-7%,-10%,2%,-4%,2%,i
Cc1cccc(NC(=S)N2CCN(S(C)(=O)=O)CC2)c1,0.1%,-1%,0%,3%,4%,-1%,-4%,5%,i
COc1ccc(CCNC(=O)c2n[nH]c(=O)c3ccccc23)cc1,8.1%,?,-2%,4%,0%,1%,1%,6%,i
COc1cc(NS(=O)(=O)c2c(C)oc3c(F)c(F)c(F)c(F)c23)cc(OC)c1OC,-0.5%,?,-15%,-18%,-15%,-3%,-13%,-20%,?
NS(=O)(=O)c1cccc(NC(=O)COC(=O)Cc2n[nH]c(=O)c3ccccc23)c1,0.6%,-22%,1%,-3%,3%,7%,.,-7%,i
CC(=O)Oc1ccc(C(=O)OCC(=O)c2c(N)n(C)c(=O)n(C)c2=O)cc1OC(C)=O,2.9%,8%,?,-3%,-3%,?,-25%,-25%,i
COC(=O)[C@@]1(Sc2ccc(C)cc2)CC(=O)N(C(=O)C2CC2)[C@@H]1c1ccccc1,15%,.,.,-16%,.,.,2%,.,?
CN(CC(=O)N1CCN(c2ccccn2)CC1)S(=O)(=O)c1ccccc1,0.1%,.,-2%,-1%,-3%,-9%,11%,-7%,?
CCOc1ncccc1C(=O)Nc1ccc(C)cn1,4.8%,?,-1%,-6%,1%,3%,26%,-2%,i
O=C(CN1C(=O)C2CCCCN2C(=O)c2ccccc21)Nc1ccc(F)cc1 (stereo not drawn),-0.9%,5%,-1%,-3%,-1%,?,-4%,-9%,i
CN(C)C(=O)CSc1ccc(S(=O)(=O)N2CCCC2)cn1,0.3%,1%,0%,6%,1%,5%,3%,64%,i
CC(=O)Nc1ccc(C(=O)OCC(=O)NC(=O)NC(C)(C)C)cc1,-0.1%,-7%,21%,-1%,-7%,15%,-10%,-11%,i

# Of the compounds above, three have a Cl atom.
compound,Nrf2 activator,Nrf2 inh,MCF10A rerep,EPAC2 antagonist,A549 tox,TGFb inhibitor,ATXN2 expr inh,HepG2 viability,S2 tox
O=c1[nH][nH]c2c1[C@H](CCc1cccc(Cl)c1)O[C@H](C1CCCC1)C2,0.5%,.,.,-15%,.,.,-14%,.,?
CN(CC(=O)Nc1cccc(Cl)c1)C1=NS(=O)(=O)c2ccccc21,0.3%,1%,1%,-6%,1%,?,-1%,-4%,i
C=CCn1c(SCC(=O)Nc2cccnc2Cl)nnc1-c1ccc(Cl)cc1,-0.7%,?,1%,-7%,-10%,2%,-4%,2%,i

# (next part)
compound,Nrf2 activator,Nrf2 inh,MCF10A rerep,EPAC2 antagonist,A549 tox,TGFb inhibitor,ATXN2 expr inh,HepG2 viability,S2 tox
CC1=C/C(=N\Nc2ccccc2[N+](=O)[O-])CC(C)(C)C1,?,-3%,?,-24%,?,-23%,-1%,-11%,i
O=C(CN1C(=O)c2ccccc2C1=O)Nc1ccc(-c2nc3ccccc3o2)cc1,-0.3%,-27%,?,-2%,-14%,5%,-15%,12%,i
Cc1cc(Nc2cccc(C(F)(F)F)c2)nc2ccc(NC(=O)c3ccc(N(C)C)cc3)cc12,4.3%,-1%[9.27 µM],.,.,-25%,13%,.,-5%,.
Cc1ccc(COc2ccc(-c3nnco3)cc2)cc1,5.8%,?,-3%,-25%,-4%,-1%,.,-5%,i
CCOC(=O)c1ccc(NC(=S)N2CCC(C(N)=O)(N3CCCCC3)CC2)cc1,5.2%,?,3%,-5%,0%,-8%,-25%,-11%,i
Cc1cc(C(=O)C[N+]2(C)CCOCC2)c(C)n1-c1ccc(Br)cc1,0.5%[9.22 µM],3%,4%,4%,-3%,6%,5%,2%,i
COC(=O)CNC(c1ccccc1)c1cc(C)ccc1NS(=O)(=O)c1ccc(C)cc1 (stereo not drawn),0.2%,-23%,17%,-8%,2%,2%,-28%,-43%,i
CNC(=O)C1C(=S)NC(N)=C(C#N)C1c1ccccc1 (stereo not drawn),?,6%,?,6%,1%,0%,-14%,6%,i
CCN(CC(=O)Nc1c(F)cccc1F)C(=O)c1ccc(=O)n(C)n1,0.3%,15%,-1%,19%,3%,8%,-2%,2%,i
COc1ccc2c(c1)Cc1sc(NC(=O)c3cccc(F)c3)nc1-2,4.1%,-6%,.,.,-5%,-6%,.,0%,.
Cc1cc2c(=O)oc(-c3ccc(F)cc3)nc2s1,-0.2%,2%,-2%,1%,1%,-16%,-10%,-14%,i
CSc1nc(S(=O)(=O)c2ccc(C)cc2)c(Cl)s1,8.5%,-19%,0%,?,5%,0%,2%,-3%,i
Cc1cc(N2CCOCC2)nc2ccc(NC(=O)CCC(=O)N3CCN(c4cccc(C(F)(F)F)c4)CC3)cc12,0.5%,23%,15µM*,-19%,-1%,?,-10%,-15%,?
Cc1noc(C)c1CSCC(=O)OCC(=O)N1CC(=O)Nc2ccccc21,0.1%,4%,-3%,-1%,0%,-2%,-5%,-2%,i
O=C(CN(C(=O)c1csnn1)c1cccc(F)c1)NC1CCCC1,-0.4%,-7%,-1%,2%,-1%,-19%,-3%,-24%,i
CC(=O)Nc1cc(-c2cccc(C(=O)NCCN(C)C)c2)cn2c(-c3ccc(C(C)=O)cc3)cnc12,11%,.,.,-3%,.,-5%,?,-73%,i
Cc1ccc2c(c1)NC(=O)C(CC(=O)NCc1ccc(F)cc1)O2 (stereo not drawn),-0.7%,-8%,-4%,19%,9%,5%,6%,-25%,i
CC(C)Cn1cc(C(=O)NCc2cccs2)c2c3ccccc3n(C)c2c1=O,0.1%,.,5%,-1%,0%,-10%,-13%,-9%,i
c1ccc(-n2nnnc2-n2nnc3ccccc32)cc1,27%,-21%,-6%,1%,-3%,2%,-2%,-8%,i
CC(C)C[C@H]1CNC(=S)N1C[C@H]1CCCN1C[C@H](Cc1ccc(O)cc1)N1C[C@H](Cc2ccccc2)N(CC2CCCCC2)C1=S,-0.1%,.,.,-11%,.,?,?,-34%,?
Cc1ccc(Cl)cc1N1CCN(S(=O)(=O)c2ccc3c(c2)CCCN3C(=O)C2CCC2)CC1,0.3%,.,.,.,-1%,17%,9%,9%,i
Cc1ccc(S(=O)(=O)c2nc(Nc3ccccc3)sc2Cl)cc1,0.3%,?,?,-12%,-18%,?,-31%,-31%,i
Cc1noc(C)c1-c1nc(CS(=O)(=O)c2ccc(F)cc2)no1,-0.8%,-8%,0%,2%,-2%,0%,.,-3%,i
CC(C)(C)C(=O)/C(C#N)=C/c1cccs1,0.3%,2%,-5%,-8%,5%,-2%,1%,-2%,i

# Screening results (PubChem BioAssay)
